Screening data (PubChem BioAssay)
tuberculosis growth: growth inhibition of non-replicating M. tuberculosis (AID 488890). Mycobacterium tuberculosis non-replicating, growth inhibition; higher % means a stronger effect. inhibition, % at 25 µM; hits with a dose series show IC50 in µM. hit rate 0.39% among 320,000; in the data active = a potency from the dose series; inconclusive = inhibition mostly from about 82% at the one dose, without a potency; inactive = the rest, 99 in 100 with inhibition below about 76%;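 note: plate controls were DMSO cells for no effect and high antibiotic wells for full effect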
Salmonella PhoP GFP: PhoP regulon inhibitors, Salmonella typhi PhoP promoter GFP reporter, confirmatory (AID 1850); Salmonella Typhi PhoP-promoter GFP reporter, fluorescence, 4 h; higher % means a stronger effect; one-dose inhibition, % at 50 µM; IC50 in µM for titrated hits; hit rate 0.33% among 310,000; in the data active = a potency from the dose series; inconclusive = inhibition mostly from about 25% at the one dose, without a potency; inactive = the rest, 99 in 100 with inhibition below about 19%;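 note: 0% = induced wells with vehicle and 100% = uninduced wells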
inhibitors of VEEV: inhibitors of VEEV TC-83 cytopathic effect, confirmation, Vero cells (AID 588727) | Vero cells, VEEV TC-83 cytopathic effect inhibition; higher % means a stronger effect | inhibition, % at 20 µM, or IC50 in µM where a hit was titrated | hit rate 0.13% among 350,000; in the data active = a potency from the dose series; inconclusive = inhibition mostly from about 14% at the one dose, without a potency; inactive = the rest, 99 in 100 with inhibition below about 12%; note: strong numbers were not always called active
H37Rv inhibition: M. tuberculosis growth inhibition, HTS (AID 449762); inhibition, % at 25 µM; hits with a dose series show IC50 in µM; hit rate 0.59% among 330,000; M. tuberculosis H37Rv growth inhibition, 7H9 media; higher % means a stronger effect; in the data active = a potency from the dose series; inconclusive = inhibition above about 70% without an active follow-up result;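 note: bacterial growth assessed after seven days of incubation; strong numbers were not always called active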
influenza NS1A: H1N1 influenza NS1A inhibitors, functional cell based assay (AID 504329); hit rate 0.3% among 340,000; NS1A functional cell-based assay, percent inhibition; higher % means a stronger effect; inhibition, % at 12.5 µM; hits with a dose series show IC50 in µM; in the data active = a potency from the dose series; inconclusive = inhibition above about 27% without an active follow-up result; note: strong numbers were not always called active
inhibitors of VEEV 10K pilot screen: second read-out of inhibitors of VEEV, no call of its own (marks repeat the call); inhibition, %; measured here: 10K pilot screen inhibition
An asterisk follows results filed as active; i = inactive; ? = inconclusive; . = no result given; & = joins results of further samples.

SMILES | tuberculosis growth | Salmonella PhoP GFP | inhibitors of VEEV | H37Rv inhibition | influenza NS1A | others
Cc1ccc(NC(=S)N2CCN(S(=O)(=O)c3ccccc3)CC2)cc1 | . | -5.6% | 7.5% | 3.2% | -3.6%
O=C(N/C(=C\c1cccs1)C(=O)N1CCCCCC1)c1ccccc1 | 13.5% | 0.2% | 0.2% | 1.0% | -10.3%
O=C(CNC(=O)c1ccco1)OCc1ccccc1Cl | 7.6% | . | 0.6% | -5.0% | 1.4%
O=S(=O)(NC1CC1)c1ccc(S(=O)(=O)N(Cc2ccccn2)C2CCCC2)cc1 | 15.1% | -9.0% | 0.5% | 2.3% | 2.4%
CCCCCCNC(=O)CC(NS(=O)(=O)c1ccc(OC)cc1)C(C)C (stereo unspecified) | 18.7% | -12.6% | 9.3% | -10.2% | 1.5%
CN(C)C(CNC(C(=O)Nc1ccc([N+](=O)[O-])cc1Br)c1ccccc1)c1ccccc1 (stereo unspecified) | 45.6% | 3.7% | 3.8% | 8.3% | 2.2%
CC(OC(=O)C1CCCCC1)C(=O)Nc1cccc([N+](=O)[O-])c1 (stereo unspecified) | 20.9% | . | 2.8% | -4.2% | -6.3%
O=C(Cc1cn2ccsc2n1)Nc1nc2c(s1)CN(Cc1ccccc1)CC2 | 1.1% | 13.1% | 1.2% | -6.0% | 11.4%
Cc1ncc([N+](=O)[O-])n1CC(=O)Nc1ccc(F)c(F)c1 | -10.7% | -0.8% | 1.2% | 18.7% | -19.8%
NC(=O)c1cc(-c2ccccc2)sc1NC(=O)CN1CCCCC1 | 57.1% | 5.6% | 7.7% | ? | 8.3% | inhibitors of VEEV 10K pilot screen=8.3
COc1ccccc1C(=O)Nc1ccc(Br)c2cccnc12 | 29.2% | -3.4% | i | 8.2% | -31.0%
CC(C)(C)NC(=O)NC(=O)COc1ccc(Br)cc1Br | 47.3% | -7.8% | 6.0% | 2.2% | -3.9%
CCOc1ccc(Br)cc1C(=O)N/N=C/c1cccc(C)n1 | -0.5% | 0.2% | 1.0% | 3.9% | -8.8%
COc1cccc(-c2nnn(CC(=O)NC3CCCC3)n2)c1OC | 1.9% | -3.6% | 1.9% | -0.6% | -3.6%
COc1ccc(CCNC(=O)c2cccc(S(=O)(=O)N3CCc4ccccc4C3)c2)cc1 | 15.1% | . | 8.7% | -4.5% | -4.2%
C[C@]12C(=O)N(c3cccc(Cl)c3)C(=O)N1[C@H]1c3ccccc3OC[C@@H]1[C@H]2c1ccccc1 | 62.2% | -0.9% | 0.8% | ? | 0.2%
Cc1ccc(SCn2nnc3ccccc3c2=O)c(C)c1 | 35.4% | 6.9% | i | 13.3% | 7.3%
CCOc1cc(/C=C/c2cc(C(=O)O)c3ccccc3n2)ccc1O | -17.4% | -4.7% | 3.5% | -6.1% | 1.0%
C=CCN(C(=O)CCC(=O)Nc1cc(C)on1)C(C(=O)NC1CCCC1)c1ccc(OC)cc1OC (stereo unspecified) | 0.7% | 7.8% | 0.5% | -9.6% | 0.7%
CCN(CC)c1ccc(/C=N/NC(=O)Cc2cccs2)c(O)c1 | 63.2% | 5.8% | 7.7% | -4.0% | 4.0%
O=C(COc1cc2oc(=O)cc(-c3ccccc3)c2cc1Cl)NCC1CCC(C(=O)O)CC1 (stereo unspecified) | 1.5% | -7.3% | 0.6% | -8.9% | 6.5%
Cc1cc([N+](=O)[O-])nn1CC(=O)NCCCn1ccnc1 | 4.4% | -5.6% | 0.3% | 1.9% | -7.8%
Cc1cc(NS(=O)(=O)c2ccc(NC(=O)c3cnc(Cl)c(Cl)c3)cc2)nc(C)n1 | 31.7% | . | 1.3% | 2.0% | -3.0%
CCOC(=O)C1=C(COC(=O)c2ccc([N+](=O)[O-])o2)NC(=O)NC1C (stereo unspecified) | 53.8% | . | 0.2% | -5.2% | 1.0%
Cn1cc(CCC(=O)NCc2ccc(Cl)cc2)c2ccccc21 | 8.5% | -0.1% | i | 1.4% | 8.7%
The listing continues:
SMILES | tuberculosis growth | Salmonella PhoP GFP | inhibitors of VEEV | H37Rv inhibition | influenza NS1A | others
CCCCNC(=O)Nc1c(C(=O)OCC)[nH]c2ccccc12 | -11.6% | 1.4% | 1.4% | -1.4% | -4.6%
Cc1c(C)n(CCc2ccccc2)c2ncnc(NCCCO)c12 | 9.0% | -12.5% | 7.4% | 3.6% | 2.9%
O=C(CCCN1C(=O)C2C3C=CC(C3)C2C1=O)N1CCN(c2ccccc2)CC1 (stereo unspecified) | -4.2% | 6.0% | 4.0% | -7.8% | 3.6%
CCc1cc2c(=O)c(-c3nc4ccccc4n3C)c(C)oc2c(CN2CCOCC2)c1O | 59.7% | 7.1% | i | -11.4% | -2.3%
c1cncc(CNc2ncnc3sccc23)c1 | 1.0% | -5.5% | 0.6% | -3.4% | -11.9%
C#CCOCCOCCOCCNc1nc(N2CCN(C(=O)[C@H](CCC(=O)O)n3cc(C(N)CO)nn3)CC2)nc(N2CCN(C(=O)[C@H](Cc3ccc(O)cc3)n3cc(C(N)[C@H](C)CC)nn3)CC2)n1 (stereo partly specified) | -10.1% | -23.7% | . | -6.0% | .
N=c1n(Cc2ccc(Cl)cc2)c2ccccc2n1CC(O)COc1ccccc1 (stereo unspecified) | i | 55.4µM* | i | 17.5µM* | 1.9% | inhibitors of VEEV 10K pilot screen=0.0
CCCCOc1ccc(C(=O)Nc2ccc(OCC(=O)N3CCOCC3)cc2)cc1 | 20.5% | -5.4% | 0.6% | 1.2% | -9.0%
CCCCC(=O)Nc1cc(C(=O)NCCc2ccccc2)ccc1Cl | 6.3% | 9.0% | 0.3% | -9.5% | 8.2%
N#CC1=C(N)Oc2cc(O)ccc2C1c1cccnc1 (stereo unspecified) | -0.3% | -9.6% | 8.4% | 1.9% | -20.4%
CCc1ccccc1NC(=O)c1cc(C2CC2)on1 | 73.7% | 6.2% | 4.8% | 7.0% | -0.7% | inhibitors of VEEV 10K pilot screen=3.4
Cc1nc(CS(=O)(=O)c2ccc(Cl)cc2)cc(Sc2ccc(Cl)cc2)n1 | 31.3% | 2.7% | 2.5% | 5.0% | 3.5%
Cc1cc(C(=O)NCc2ccccc2Cl)c2ccccc2n1 | 22.2% | 7.3% | i | 2.5% | 7.9%
Cn1c2ccccc2c2cnn(CC(=O)O)c(=O)c21 | -3.0% | -2.5% | 0.8% | -7.7% | 0.3%
CCN(C(=O)C(C)Sc1ccc(S(=O)(=O)N2CCOCC2)cn1)c1ccccc1 (stereo unspecified) | -4.1% | . | 0.9% | -3.6% | -12.0%
O=C(Nc1ccccc1)c1cnc[nH]1 | -1.6% | -2.6% | i | 6.3% | -18.8%
COc1ccc(NC(C)=O)cc1NS(=O)(=O)c1ccc2c(c1)OCCO2 | -17.8% | . | 2.4% | -4.0% | -23.7%
O=C(N/N=C/c1ccc([N+](=O)[O-])o1)c1ccccc1NS(=O)(=O)c1cccs1 | 48.0% | -6.5% | i | ? | 4.1%
Cc1ccc(/C=C2/SC(=S)N(CCC(=O)N3CCN(C)CC3)C2=O)cc1 | 61.2% | -0.1% | 10.3% | -6.4% | 12.7%
CC(=O)c1cccc(NC(=O)N2CCC(NC(=O)c3ccco3)CC2)c1 | 3.0% | 1.0% | i | -9.0% | 7.9%
CCOc1ccccc1NC(=O)CSc1nnc(-c2cccnc2)o1 | 6.4% | -5.0% | 1.8% | -7.9% | -0.2%
COc1ccc(CC(=O)N(Cc2cc3cc(OC)ccc3[nH]c2=O)C(C)C)cc1 | 11.9% | 26.2% | 10.3% | -1.6% | 0.5%
COc1ccc(CCNC(=O)Cc2cccs2)cc1 | 65.5% | -1.7% | 2.2% | 1.5% | -15.4%
Brc1cc(Br)c2nc3c(cc2c1)CCC3 | ? | 3.0% | 2.3% | 67.6% | -10.2%
O=C(NCc1ccncc1)C1CCC(=O)N(CCc2ccc(Cl)cc2)C1 (stereo unspecified) | 2.2% | -3.4% | 3.4% | -1.5% | -3.7%
Continuation:
SMILES | tuberculosis growth | Salmonella PhoP GFP | inhibitors of VEEV | H37Rv inhibition | influenza NS1A | others
COc1ccccc1CNC(=O)c1ccc(S(=O)(=O)N(C)c2ccccc2)cc1 | . | . | 8.1% | . | -15.7%
COc1ccc(NCC(=O)Nc2cccc(C(F)(F)F)c2)cc1S(=O)(=O)N1CCOCC1 | -0.4% | . | 8.3% | -8.0% | 0.2%
CCOC(=O)c1cnc2c([N+](=O)[O-])cnn2c1C | -25.1% | 9.4% | 6.3% | 1.6% | 3.6%
C/C(=N\NC(N)=S)c1ccncc1 | 24.2% | 7.1% | 0.7% | -17.0% | .
Cc1ccccc1-c1noc(C(C)NC(=O)c2ccco2)n1 (stereo unspecified) | 8.1% | 0.8% | 3.7% | 2.0% | 5.1%
CCC1CCc2c(sc3nc(SCC(=O)NCc4ccco4)n(-c4ccccc4)c(=O)c23)C1 (stereo unspecified) | 2.8% | -26.8% | 8.0% | 47.3% | 1.2%
CCOc1cccc(/C=N/NS(=O)(=O)c2ccc(C)c([N+](=O)[O-])c2)c1O | 10.2% | 4.2% | 0.5% | -6.2% | -8.6%
O=c1c2oc3nc4c(cc3c2ncn1CCCc1ccccc1)CCCC4 | 34.1% | 5.3% | 1.4% | -0.1% | 11.9%
O=C(c1cccc([N+](=O)[O-])c1)c1ccc2c(c1)OCCOCCOCCO2 | -4.3% | -0.5% | 1.8% | 4.7% | .
CCOC(=O)c1[nH]ncc1CN1CCc2ccc(NC(=O)C3CCCO3)cc2C1 (stereo unspecified) | 4.3% | -9.1% | 3.3% | 2.6% | -14.3%
CCCCn1c(CCC(=O)O)ccc1-c1cccs1 | 61.7% | 12.8% | i | 52.2% | -8.6%
CN(CC(=O)O)Cc1nc2ccccc2[nH]1 | 8.0% | -5.8% | 1.2% | -17.3% | 11.6µM*
C=Cc1c(C)c2cc3[nH]c(cc4nc(cc5nc(cc1[nH]2)C(C)=C5CCC(=O)O)C(CCC(=O)O)=C4C)c(C)c3C=C | -4.2%&-8.6% | 7.3%&13.6% | 0.9%&0.4% | 10.3%&4.1% | 5.7%&5.5%
COC(=O)Nc1c(-c2ccccc2)nc2ccc(C)cn12 | -9.7% | 9.4% | 0.5% | -6.8% | 0.5%
Cc1cccc(-n2ccnc2SCC(=O)Nc2nnc(C)s2)c1 | 39.1% | 1.9% | i | -7.7% | -25.8% | inhibitors of VEEV 10K pilot screen=0.2
CC(OC(=O)C1CC1)C(=O)Nc1cccc(S(=O)(=O)N2CCOCC2)c1 (stereo unspecified) | -1.5% | . | 0.1% | 0.9% | -1.9%
CCCCN1C(=O)C2C(C(=O)Nc3cccc(OC)c3)C3C=CC2(O3)C1C(=O)NC1CCCCC1C (stereo unspecified) | 6.5% | -0.5% | 0.7% | -3.5% | 3.8%
